Bioassay records (PubChem BioAssay)
m5-HT2A agonist = agonists of mouse serotonin 5-HT2A receptor (HTR2A) | P35363 | CHO-K1 mHTR2A beta-arrestin complementation, luminescence; percent of 30 µM serotonin response | activation, % at 7.6 µM | actives 0.66% (n = 360,000) | AID 624169;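 active = activation above a run cutoff, the mean activation of all tested compounds plus 3 SD, cut at about 14% in these data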;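 also: 0% = plate median of compound wells and 100% = 30 µM serotonin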
Vif imaging = blocks HIV Vif function; inhibition, % at 7.49 µM; AID 602346; actives 0.35% (n = 340,000); HEK293T cells, Vif self-association by quenched fluorescence, imaging, 24 h; in the data active = inhibition above about 50%, passing the limit was not always enough; inconclusive = no clear call, values can overlap the other calls; inactive = below about 31%; also: some results filed as inactive read as strong as hits
CaV13 FRET inh = Primary screen for inhibitors of IQ motif and Ca2+-dependent inactivation inhibitor domain binding in CACNA1D, Förster resonance energy transfer in living cells, …. AID 743397. inhibition, % at 12.3 µM. actives 0.098% (n = 340,000). HEK cells, CFP/YFP FRET ICDI-IQ, plate reader, 10 min; percent FRET-ratio fall versus neutral wells;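 active = mean replicate inhibition of at least 30% and at least 1% of replicates passing that level; inconclusive = only one of the two criteria is met; inactive = neither criterion is met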;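 also: 0% = median of the neutral control wells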
MC4R antag cAMP = antagonists of human melanocortin 4 receptor (MC4R); P32245; MC4R-expressing cells, MTII-stimulated cAMP, LANCE TR-FRET; inhibition, % at 6.5 µM; actives 0.48% (n = 360,000);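 active = inhibition above its plate's cutoff, the mean of tested wells on that plate plus 3 SD, cut at about 29% in these data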;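 also: 0% = Melanotan II alone and 100% = Melanotan II plus saturating MCL0020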
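Material – human MC4R-expressing U2OS cells · Repeats – no replicates · Detection – TR-FRET with Eu-cAMP and labeled anti-cAMP, 671 nm · Times – compound 30 min, challenge 1 h, detection 1 h · Compound – single nominal compound dose of 6.5 µM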
PDI inh = blocks human protein disulfide isomerase activity; actives 0.052% (n = 350,000); inhibition, % at 10 µM; PDI insulin aggregation turbidity, A650, 90 min;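 active = mean inhibition across replicates of 30% or more, whatever share of single replicates reach that level; inconclusive = mean inhibition below 30% while every single replicate reaches 30%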;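 also: absorbance from insulin aggregation driven by PDI reduction with DTT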
aDG glyco act = alpha-DG glycosylation activation. Pro5-aDG cells, alpha-DG glycosylation AlphaScreen (IIH6); 0% Pro5, 100% B10-LARGE cell signal. activation, % at 10 µM. actives 0.22% (n = 360,000). AID 624168;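 active = activation of at least 8% versus controls, or a plate z-score of at least 8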;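 also: Pro5 are CHO cells carrying HIG-tagged alpha-DG that lacks glycosylation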
ABCB6 inh 2 = blocks the human ABCB6 transporter; Q9NP58; actives 0.19% (n = 360,000); fluorescence ratio to DMSO, % at 10 µM; K562-ABCB6 porphyrin accumulation, flow cytometry, 1 h; stronger effect = lower value;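 active = fluorescence ratio to DMSO below 75%, the collection mean minus 3 SD; inconclusive = too few cells collected in the well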;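 also: signal is porphyrin accumulated inside mitochondria; 100% equals median channel fluorescence of DMSO control wells; lower ratio means ABCB6 inhibition with less porphyrin fluorescence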
Target sequence (Q9NP58 whole entry, looked up): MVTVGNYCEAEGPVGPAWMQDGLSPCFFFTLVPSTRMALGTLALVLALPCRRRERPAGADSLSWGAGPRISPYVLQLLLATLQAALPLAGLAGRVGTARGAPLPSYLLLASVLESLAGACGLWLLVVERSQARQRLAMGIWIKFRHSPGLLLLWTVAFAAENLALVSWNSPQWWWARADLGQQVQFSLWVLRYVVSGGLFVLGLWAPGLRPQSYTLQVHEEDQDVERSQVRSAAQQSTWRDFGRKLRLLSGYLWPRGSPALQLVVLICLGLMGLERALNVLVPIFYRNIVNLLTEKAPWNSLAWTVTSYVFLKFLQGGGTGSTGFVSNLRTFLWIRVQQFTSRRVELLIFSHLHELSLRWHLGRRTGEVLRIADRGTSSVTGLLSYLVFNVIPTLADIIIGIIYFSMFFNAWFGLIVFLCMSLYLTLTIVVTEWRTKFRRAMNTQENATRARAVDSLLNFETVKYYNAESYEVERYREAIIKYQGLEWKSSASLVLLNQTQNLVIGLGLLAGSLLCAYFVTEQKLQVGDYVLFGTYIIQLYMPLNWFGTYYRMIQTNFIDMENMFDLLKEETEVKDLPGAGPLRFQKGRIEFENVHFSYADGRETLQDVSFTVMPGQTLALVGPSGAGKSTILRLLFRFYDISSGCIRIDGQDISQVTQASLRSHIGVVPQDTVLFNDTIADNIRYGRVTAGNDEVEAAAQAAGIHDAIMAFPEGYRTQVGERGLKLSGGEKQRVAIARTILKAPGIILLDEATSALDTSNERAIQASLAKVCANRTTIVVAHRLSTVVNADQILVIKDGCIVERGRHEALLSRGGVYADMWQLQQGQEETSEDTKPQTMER
N-glyco inh = N-linked glycosylation inhibition; D54 ERlucT glycosylation luciferase reporter, 24 h; percent of 100 nM tunicamycin response; reporter increase, % at 12.5 µM; actives 0.23% (n = 360,000); AID 588692;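 active = mean luciferase reporter signal, scaled so untreated is 0 and the glycosylation-blocking control 100, at or above a set limit in every replicate; inconclusive = mean reaches the limit but not every replicate does; inactive = mean below the limit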;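 also: luciferase carries N-glycosylation sites so blocking glycosylation raises the light; 0% = median of neutral control wells and 100% = median of 100 nM tunicamycin wells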
H9c2 protect = modulators protecting cardiomyocytes from myocardial damage; H9c2 cardiomyocytes, H2O2 injury protection, ATPLite, 2 h; actives 0.63% (n = 360,000); protection from H2O2 cell death, % at 20 µM; AID 588492;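 active = compounds giving at least 50% protection of heart cells from peroxide-induced death in the single-dose screen, raw or plate-pattern-corrected value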;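 also: 0% = DMSO wells with peroxide and 100% = DMSO wells without peroxide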
MC4R ag barr = activates human MC4R beta-arrestin recruitment | actives 0.98% (n = 360,000) | P32245 | activation, % at 8.9 µM | U2OS MC4R beta-arrestin complementation, luminescence; percent of melanotan II response, DMSO zero;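 active = activation above a per-plate cutoff, the mean activation of sample wells on that plate plus 3 SD, cut at about 8% in these data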
* = called active by the depositor; ? = inconclusive; · = not tested or not shown.

SMILES	m5-HT2A agonist	Vif imaging	CaV13 FRET inh	MC4R antag cAMP	PDI inh	aDG glyco act	ABCB6 inh 2	N-glyco inh	H9c2 protect	MC4R ag barr
Cc1ccc(CNC(=O)COC(=O)c2ccc(S(=O)(=O)N(C)C)cc2)cc1	0	·	-3	20	4	-0.3	103	-2	-3	-0.7
C=C1CC(C)OC(c2ccccc2OCC(O)CN2CCCCC2)C1 (configuration not stated)	-11	-10	-4	18	0	0.5	107	-3	-10	-2.2
C=CCN(CC=C)C(=O)c1cccc(OC2CCN(CC(C)(C)C)CC2)c1	-4	-1	-5	6	-10	0.1	96	-3	0	-0.8
COc1ccc(C2(c3ccc(OC)cc3)NC(=O)N(CC(=O)NC(C)C)C2=O)cc1	3	-4	-4	8	6	-0.2	92	0	4	-2.3
O=C(N/N=C(\c1ccccc1)c1ccccn1)c1ccccc1Cl	-16	6	·	-2	-13	1.0	93	-8	49	-1.2
COc1cccc(OCCNC(=O)Nc2cc(F)c(F)cc2Cl)c1	2	-3	-6	3	-6	0.2	98	2	-10	-0.6
CCc1ccccc1NC(=O)CC(=O)Nc1ccccc1CC	-4	9	-5	5	3	-0.1	96	1	8	0.8
OC(COc1ccc2cc(Br)ccc2c1)CN1CCN(c2ccccn2)CC1 (configuration not stated)	24*	-4	-2	9	-1	0.9	97	-3	-16	5.6
CCc1sc(C(=O)N(CCCOC)c2c(N)n(CC(C)C)c(=O)[nH]c2=O)cc1C	-4	0	-6	13	-4	0.4	99	0	-1	-3.4
CCOC(=O)N1CCN(C(=O)CSc2ncnc3sccc23)CC1	5	-9	-6	6	-3	-0.1	102	0	6	0.5
Cc1ccc(C(=O)NNC(=O)CCC(=O)Nc2cccc(Cl)c2C)cc1	0	-3	-19	15	1	-0.2	103	-2	-2	-1.9
CCOC(=O)CN(C(=O)CSc1nnc(C)n1-c1ccccc1)c1ccccc1	7	6	·	-1	-4	0.0	90	-1	-2	-1.8
COc1ccc(CCNc2cc(C)nc3c(-c4ccc(Cl)cc4)cnn23)cc1OC	-1	-18	-2	-1	9	-0.2	99	-4	-2	0.4
NC1=NC(=O)/C(=C\c2ccsc2)S1	0	3	3	-4	-2	-0.2	95	1	-4	-1.9
COc1cc(NC(=S)N2CCCCC2C)c(OC)cc1Cl (configuration not stated)	-1	-5	-4	-4	1	0.5	79	-2	-3	-0.6
CC(C)CC(NC(=O)OC(C)(C)C)c1cn([C@@H](CCCCNC(=O)OC(C)(C)C)C(=O)N2CCN(C(=O)OC(C)(C)C)CC2)nn1 (some centres not stated)	2	·	-3	9	0	-0.2	97	3	10	-1.0
COc1ccccc1OCCSc1nc2ccccc2n1CC(O)CO (configuration not stated)	-1	4	-5	-3	-7	-0.1	97	2	0	-0.2
Cc1ccc(Cl)cc1N1CCN(CC(O)COC(C)C)CC1 (configuration not stated)	-3	10	-4	4	-3	0.1	100	0	-7	-2.1
COc1cc(OC)cc(C(=O)N[C@H](C(=O)NC2CCCc3ccccc32)C(C)C)c1 (some centres not stated)	-3	-2	-7	-2	-50	0.1	98	5	7	0.9
CNc1cc(-c2ccc(CC#N)cc2)ncn1	5	-15	-5	0	-111	-0.2	93	-5	-11	1.1
CC1CCc2[nH]c3ccc(C(=O)N(C)CC(=O)Nc4ccccc4Cl)cc3c2C1 (configuration not stated)	3	22	-4	9	4	0.4	101	2	-1	-0.3
CC(C)OC(=O)c1ccc(NC(=O)c2cccc(-n3cnnn3)c2)cc1	-2	-3	-2	-2	5	0.7	97	-1	-5	-1.4
O=C1NC[C@H](Cc2ccc(O)cc2)N(C[C@H]2CCCN2C[C@H](Cc2ccccc2)N2C[C@H](Cc3ccccc3)N(CCc3ccccc3)C(=O)C2=O)C1=O	-4	10	-5	·	·	-0.2	99	0	2	·
CN(C)CCN1C(=O)CCC2(C)C1=CCC1C2CCC2(C)C1CCC2(C)O (configuration not stated)	3	43	-6	6	0	0.1	103	-5	1	-0.4
c1cc2c(cc1Nc1nc(-c3ccc4c(c3)OCO4)cs1)OCCO2	-1	-6	-4	0	-7	-0.1	96	-4	0	-1.8
COc1ccccc1NC(=O)N1CCCC(C(=O)Nc2cccc(C)c2C)C1 (configuration not stated)	-5	-4	-5	7	4	0.0	97	4	1	-0.2
COc1ccccc1N1CCN(CCCNC(=O)Nc2ccccc2)CC1	9	0	-1	2	8	-0.2	94	-2	3	-1.9
CC(=O)N1CCOc2ccc(S(=O)(=O)N3CCCC(C)C3)cc21 (configuration not stated)	1	9	-2	4	3	0.0	101	1	1	-0.7
CCc1ccc(OCCCC(=O)Nc2ccc(S(N)(=O)=O)cc2)cc1	1	4	-2	-2	-3	1.0	98	-3	-11	1.4
Cc1ccc(Cn2nnc3c(=O)n(CC(=O)N4CCCCC4)cnc32)cc1	2	-4	·	5	-5	-0.1	108	0	4	-0.2
O=C(NCC1CCCO1)c1ccc(S(=O)(=O)Nc2ccc(F)cc2)cc1 (configuration not stated)	-2	-9	-6	2	-6	0.0	88	1	-6	0.6
CC(=O)C1(C)C(=O)N(c2ccc(F)cc2)C(=O)N1c1ccc(F)cc1 (configuration not stated)	-1	-3	-5	0	-23	0.0	92	0	0	-0.2
O=C(Cn1cccc1C(=O)c1ccccc1)NCc1ccc2c(c1)OCO2	-1	1	·	3	-18	0.2	98	2	2	-3.0
CC1CC(C)CN(CCCNC(=O)Cn2cccc2C(=O)c2ccccc2)C1 (configuration not stated)	-3	-10	-2	-4	6	-0.3	101	1	0	-1.4
CS(=O)(=O)N(Cc1ccc(F)cc1)Cc1nc2ccccc2c(=O)[nH]1	0	-8	-1	2	8	0.1	99	3	18	-2.1
CC(=O)NC(=S)Nc1ccc(S(=O)(=O)Nc2ncccn2)cc1	4	-2	-6	15	-3	0.0	94	0	3	-0.5
Cc1cc(C)cc(NC(=O)C2CCCN2/C=C/C(=O)C(F)(F)F)c1 (configuration not stated)	2	0	-2	-1	9	0.0	96	0	-4	-2.3
COCCCN1C(=O)C(=O)/C(=C(/O)c2ccc(C)cc2)C1c1ccccc1 (configuration not stated)	4	4	·	9	-5	0.0	105	-1	-1	1.1
Cc1ccccc1OCCCCCCN1CCNCC1	-3	16	-18	0	-1	0.5	96	0	-8	0.5
Cc1cc(C)c(NC(=O)CSc2nnnn2-c2cccnc2)c(C)c1	-5	17	-5	2	-14	0.1	96	1	-2	-2.0
O=S(=O)(O)c1cccc2cccc(Nc3ccccc3)c12	3	6	-13	16	5	0.3	91	1	1	0.1
CCOC(=O)c1sc2nc(C)nc(N3CCCCC3C)c2c1C (configuration not stated)	0	6	-4	3	-3	-0.3	103	0	-5	-1.1
O=C(O)c1cc(C(=O)O)cc(N2C(=O)CSC2=S)c1	2	3	-2	11	-1	0.0	99	-1	-5	-2.8
Nc1ccc(/C=C/C(=O)c2cccs2)cc1	-2	?	-15	-10	-1	0.1	131	-8	-10	-0.8
O=C(CN1C(=O)CCSc2ccccc21)Nc1ccc(F)cc1	9	·	-9	8	-12	-0.2	101	0	8	-0.8
O=C(NCCc1ccc(F)cc1)Nc1ccc2c(c1)OCO2	-3	-3	-4	9	3	-0.1	112	-4	-3	-1.0
Cc1ccnc2nc(C(=O)OCC(=O)Nc3ccc4c(c3)OC(F)(F)O4)nn12	2	0	-5	13	-5	-0.1	101	1	-1	-0.2
Cc1noc(C)c1COc1ccc(CC(=O)NCCc2ccccn2)cc1	-4	2	-18	3	-10	0.0	90	2	2	-1.2
OCCC1CN(Cc2cnc(-c3cccc4ccccc34)nc2)CCN1C1CCCCC1 (configuration not stated)	-1	-1	1	15	3	0.0	98	-7	5	-0.8
CCOC(=O)Cn1ccc(-c2ccccc2)c(C#N)c1=O	4	8	-4	-4	-7	-0.2	91	-1	-15	-3.0
CN1CC(=O)Nc2ccc(Br)cc2C1=O	-1	·	-19	3	0	0.0	96	0	0	-0.6
Cc1nc2nc(SCC(=O)NCCCN3CCCCC3)nn2c(C)c1Cc1ccccc1	1	17	-4	19	11	0.0	91	-2	-5	-0.3
Cn1nc(C(F)(F)F)c(-c2ccc(Br)cc2)c1NC(=O)c1ccco1	-8	2	-14	11	1	0.2	97	4	-3	2.4
C/C(=N/NC(=O)c1ccccn1)c1ccc(O)cc1	4	-2	-6	17	2	0.0	98	-4	-8	-0.3
COc1ccc(S(=O)(=O)NCC2CCCO2)cc1NC(=O)c1ccc(Cl)cc1 (configuration not stated)	7	-1	-5	9	-4	0.5	103	1	-5	-3.9
CN(C)CCCN(C(=O)c1ccc2ccccc2c1)c1nc2cc3c(cc2s1)OCO3	-9	-5	-5	-4	7	0.9	100	-3	12	-2.2
O=C(C[C@H]1C/C=C\CCCCC(=O)OC[C@H]2CCCN2C1=O)N[C@H](CO)Cc1ccccc1	2	-2	-10	5	-2	0.0	98	-2	1	-2.2
COC(=O)[C@]12CCCCC=C1N(Cc1ccco1)C(=O)[C@H](CC(=O)NCCCCc1ccccc1)C2	-1	·	-5	·	·	0.2	99	·	·	·
O=C(Nc1ccc([N+](=O)[O-])cc1)c1cccc([N+](=O)[O-])c1	-4	0	-11	-1	-5	-0.1	99	-1	-11	0.2
Cc1cc(C(=O)COc2ccc(Br)cc2F)c(C)n1C1CC1	-6	·	-2	-2	5	0.3	98	-6	-24	-1.2

Following part:
SMILES	m5-HT2A agonist	Vif imaging	CaV13 FRET inh	MC4R antag cAMP	PDI inh	aDG glyco act	ABCB6 inh 2	N-glyco inh	H9c2 protect	MC4R ag barr
CC(C)Nc1ccc(Nc2ccnc3cc4ccccc4cc23)cc1	-14	2	0	-12	0	-0.7	105	-7	-28	8.5*
NC(=O)c1ncn([C@@H]2O[C@H](CNS(=O)(=O)c3cc4ccccc4s3)[C@@H](O)[C@H]2O)n1	5	·	-6	4	10	-0.1	97	1	14	-2.5
Cc1ccc(C(=O)/C=C/Nc2cccc(O)c2)cc1	4	-3	·	-6	11	-0.1	98	-17	-21	0.8
CCN(CC(=O)Nc1ccccc1OC)CC(=O)Nc1sccc1C#N	-1	1	-2	10	11	-0.1	108	-1	-5	-2.0
Cc1ccc(CNCC(=O)Nc2ccc(C)cc2Br)cc1	-1	5	-1	7	3	0.1	95	0	-4	3.7
O=C(CN1C(=O)CCC1=O)NNc1ccc2ccccc2c1	-2	23	8	10	2	1.4	119	-1	-7	-2.1
CCN1CCN(Cc2cccc(Oc3ccccc3)c2)CC1	-4	-1	-10	4	-1	0.0	108	-2	-6	1.1

Hits appear at their usual frequency (roughly 3.6% active in at least one column).
